H9c2 protect – protects H9c2 cardiomyocytes from peroxide injury. H2O2 injury protection, ATPLite, 2 h. protection from H2O2 cell death, % at 20 µM. 360,000 compounds, 0.63% hits. AID 588492;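 active = compounds giving at least 50% protection of heart cells from peroxide-induced death in the single-dose screen, raw or plate-pattern-corrected value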;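 note: 0% = DMSO wells with peroxide and 100% = DMSO wells without peroxide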
MITF TRPM1 inh – inhibitors of MITF-driven TRPM1 promoter in melanoma cells; inhibition, % at 12.5 µM; AID 488899; 330,000 compounds, 0.83% hits; SK-MEL-5 TRPM1 promoter luciferase, 24 h;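 active = mean inhibition across replicates of 60% or more, whatever share of single replicates reaches that level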; note: values of inactives mirror those of a sister screen read the other way
NR2E3 ag-1 – NR2E3 (human) agonism. GST-NR2E3/biotin-RetCOR TR-FRET, 1536-well. inhibition of corepressor binding, % at 4.78 µM. Q9Y5X4. AID 2300. 320,000 compounds, 0.12% hits;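 active = percent inhibition above the cutoff of mean plus 3 SD of all tested compounds, set per screening campaign, cut at about 20% in these data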;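 note: 0% = DMSO wells and 100% = biotin wells as full block of FRET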
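System: GST-tagged NR2E3 plus biotinylated RetCOR corepressor; Buffer or medium: pH 7.5 Tris-based buffer; Probe or stimulus: RetCOR corepressor, biotinylated, 7 nM; Doses: compound at 4.8 µM, single dose; Schedule: 5 h incubation at 4 °C; Technique: time-resolved FRET; Evaluation: percent inhibition of TR-FRET ratio; Replication: one well per compound, singlicate testing.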
HTR2A ag – activates the mouse 5-HT2A serotonin receptor; P35363; CHO-K1 mHTR2A beta-arrestin complementation, luminescence; percent of 30 µM serotonin response; activation, % at 7.6 µM; 360,000 compounds, 0.66% hits;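 active = activation above a run cutoff, the mean activation of all tested compounds plus 3 SD, cut at about 14% in these data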;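 note: 0% = plate median of compound wells and 100% = 30 µM serotonin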
Target sequence (P35363 whole entry, looked up): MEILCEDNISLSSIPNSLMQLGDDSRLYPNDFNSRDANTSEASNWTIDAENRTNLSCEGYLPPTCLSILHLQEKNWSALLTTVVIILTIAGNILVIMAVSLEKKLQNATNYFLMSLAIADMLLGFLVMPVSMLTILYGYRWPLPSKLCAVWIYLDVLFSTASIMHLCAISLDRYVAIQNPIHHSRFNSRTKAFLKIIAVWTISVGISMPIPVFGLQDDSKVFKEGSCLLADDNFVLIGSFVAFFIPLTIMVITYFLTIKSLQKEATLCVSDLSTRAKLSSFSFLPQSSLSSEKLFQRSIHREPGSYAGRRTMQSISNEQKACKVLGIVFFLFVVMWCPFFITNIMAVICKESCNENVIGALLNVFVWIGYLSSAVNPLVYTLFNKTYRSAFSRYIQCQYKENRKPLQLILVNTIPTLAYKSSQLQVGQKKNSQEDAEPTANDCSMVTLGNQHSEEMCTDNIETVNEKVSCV
NR2E3 ag-2 – activates human NR2E3 receptor | CHO-S Gal4-NCOR/VP16-NR2E3 two-hybrid, luciferase | inhibition of corepressor binding, % at 3.98 µM | 360,000 compounds, 0.35% hits | AID 602229;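 active = inhibition above the mean of all tested compounds plus 3 SD, cut at about 70% in these data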;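 note: 0% = DMSO with NR2E3 transfected cells and 100% = cells lacking NR2E3 construct; higher means lower luciferase signal from less NR2E3 corepressor binding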
PDI inh – inhibitors of human protein disulfide isomerase | 350,000 compounds, 0.052% hits | P07237 | PDI insulin aggregation turbidity, A650, 90 min | inhibition, % at 10 µM;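 active = mean inhibition across replicates of 30% or more, whatever share of single replicates reach that level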;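 note: absorbance from insulin aggregation driven by PDI reduction with DTT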
Target sequence (P07237 whole entry, looked up): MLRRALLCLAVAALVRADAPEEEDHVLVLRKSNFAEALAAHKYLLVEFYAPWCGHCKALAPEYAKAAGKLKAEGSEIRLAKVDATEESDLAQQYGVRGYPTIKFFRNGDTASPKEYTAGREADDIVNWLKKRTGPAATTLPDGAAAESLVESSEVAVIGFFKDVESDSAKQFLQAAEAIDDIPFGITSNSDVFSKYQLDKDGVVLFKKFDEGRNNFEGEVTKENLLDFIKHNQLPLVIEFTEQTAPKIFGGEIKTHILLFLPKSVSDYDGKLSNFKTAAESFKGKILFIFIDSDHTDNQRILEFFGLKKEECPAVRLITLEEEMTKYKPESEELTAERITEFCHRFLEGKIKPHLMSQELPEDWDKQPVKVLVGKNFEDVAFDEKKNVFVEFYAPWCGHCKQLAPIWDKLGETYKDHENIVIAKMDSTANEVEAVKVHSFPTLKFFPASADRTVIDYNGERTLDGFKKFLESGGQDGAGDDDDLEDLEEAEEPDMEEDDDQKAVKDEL
iPSC survival up – increases survival of single human iPS cells; 360,000 compounds, 0.044% hits; AID 602274; hiPSC single-cell survival, ATPlite luminescence; 100% = ROCK inhibitor wells, 0% = DMSO; survival enhancement, % at 20 µM; in the data active = survival enhancement above about 18%;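 note: cells exposed to compounds for 16 hours before the ATP read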
HIF-2a block – inhibitors of HIF-2a; 786-0 RCC cells HIF-2a reporter, luciferase luminescence, overnight; inhibition, % at 18.8 µM; 360,000 compounds, 0.72% hits; AID 624352;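 active = inhibition of the luminescence signal of 40% or more relative to plate controls, in a single-dose primary screen at 18.75 µM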
Shn3 3UTR inh – Schnurri-3 reporter inhibition in Clone20 osteoblasts. Clone20 osteoblast Shn3 3'UTR firefly luciferase, 24 h. inhibition, % at 12.5 µM. 360,000 compounds, 0.52% hits. AID 588674;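 active = mean inhibition of at least 75% with every replicate also reaching 75%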;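 note: 0% = median of neutral control wells and 100% = pilot-screen positive control compound; some compounds past the cut are filed as inactive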
CaV13 ICDI inh – Disruptors of the CACNA1D IQ motif to Ca2+-dependent inactivation inhibitor domain association, primary screening, Förster resonance energy transfer in intact living …. 340,000 compounds, 0.098% hits. HEK cells, CFP/YFP FRET ICDI-IQ, plate reader, 10 min; percent FRET-ratio fall versus neutral wells. inhibition, % at 12.3 µM;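 active = mean replicate inhibition of at least 30% and at least 1% of replicates passing that level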;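 note: 0% = median of the neutral control wells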
Peg3 promoter – inhibitors of Peg3 promoter | HeLa PEG-Prom luciferase reporter, luminescence, overnight | inhibition, % at 20 µM | 360,000 compounds, 1.7% hits | AID 588405;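 active = inhibition of at least 50% at 20 µM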
Active calls of the source: *; x = not tested or not shown. Not a hit list. Share with any hit: about 3.9%.

SMILES,NR2E3 ag-1,MITF TRPM1 inh,CaV13 ICDI inh,PDI inh,H9c2 protect,HIF-2a block,Peg3 promoter,NR2E3 ag-2,iPSC survival up,HTR2A ag,Shn3 3UTR inh
CCCCn1c(N)c(N(Cc2ccccc2OC)C(=O)c2cc(=O)[nH]c3ccccc23)c(=O)[nH]c1=O,-3,12,-3,5,1,5,-5,-2,-0.4,2,-16
CCc1cc(C(=O)NC2CCCN(Cc3ccccc3F)C2)n(C)n1 (stereo not given),-1,12,-7,-4,-14,9,8,69,0.4,6,71
Cc1ccc(S(=O)(=O)N2CCOCC2)cc1C(=O)NNC(=O)c1ccoc1C,2,-10,-1,-1,0,2,13,-10,-0.3,2,-12
Cc1ccc([N+](=O)[O-])c(OCCCNCC(C)O)c1 (stereo not given),-3,-2,-3,-1,1,18,5,-37,-0.9,-6,4
COc1ccc(CCNC(=O)Nc2ccc3c(c2)c(=O)n(C)n3CC=C(C)C)cc1OC,x,x,-5,5,0,-4,-2,-33,-3.6,-1,-4
CC1CCCCN1C(=S)NC(=O)c1cc(Br)ccc1Cl (stereo not given),0,9,-2,2,2,-38,-39,0,-0.2,8,-12
COc1ccccc1OCc1ccc(C(=O)NCC2CCCO2)cc1 (stereo not given),-3,-22,-8,3,-4,-13,-23,3,-0.6,-5,-27
CN(C)CCN(C(=O)c1cccc(Cl)c1)c1nc2c(Cl)cccc2s1,-1,7,-2,10,-2,13,-11,-14,-0.6,-5,6
COC(=O)C(O)(CC(=O)Nc1ccccc1OC)C(F)(F)F (stereo not given),5,-7,-5,8,-5,15,3,1,-4.2,3,1
COc1cccc(OCCOCCOc2ccc(C)cc2[N+](=O)[O-])c1,5,0,-14,-6,-3,-19,-5,-39,-1.1,-4,-12
CN(C(=O)c1cccs1)c1ccc(OCC(=O)N2CCC(C(N)=O)CC2)cc1,-6,3,-5,2,-17,11,-7,6,0.6,6,14
CCCc1nc2ccc(Br)cn2c1Cc1ccccc1OC,x,x,-7,x,-11,-17,8,-10,-1.4,3,73
CCCc1cc(=O)[nH]c(Nc2ccc(Cl)cc2)n1,3,2,-4,2,-27,-13,17,3,2.1,1,17
COc1ccc(S(=O)(=O)N2CCN(Cc3cc(OC)c(OC)cc3OC)CC2)cc1,-5,-2,-4,4,-1,13,7,-15,-0.3,6,19
CC12CN(NC(=O)c3ccc(Cl)cc3)C3(C#N)CC1CCC23C (stereo not given),1,0,-3,3,3,11,7,-38,-0.6,-4,-9
COc1ccccc1N1CCN(C(=O)/C=C/c2ccco2)CC1,5,-14,-6,10,0,-50,-47,-31,-0.6,0,-21
Cc1noc(C)c1CSCC(=O)Nc1nnc(CC(C)C)s1,0,2,-8,-4,0,2,0,-25,-0.5,-1,-13
COc1ccc(/C(N)=N/OC(=O)CCCc2ccccc2)cc1OC,-3,-11,-17,-1,-2,-20,-5,-41,0.3,-2,-23
Cc1ccc(N(C(=O)Cn2nnc(-c3ccc(F)cc3)n2)C(C(=O)NC(C)(C)C)c2ccncc2)cc1 (stereo not given),2,13,1,-18,-3,27,12,16,1.6,-7,1
COc1cc2c(cc1OC)-c1nncn1C(C)(C)C2,-2,16,-3,2,-8,11,1,-5,0.5,-2,-33
Cc1ccc(C(=O)NC2CC3CCCC(C2)N3Cc2ccccc2)cc1 (stereo not given),7,11,-2,8,-3,11,26,-11,-0.6,-3,-5
Cc1cccc(OCC(=O)NCC(=O)n2nc(C)cc2C)c1,-1,-5,x,-5,10,2,14,-12,-2.3,9,x
CCC(=O)c1ccc(O)c(OC)c1,2,18,x,x,6,3,-6,-22,0.7,0,-1
COc1ccc(NC(=O)[C@@H](NC(=O)c2ccccc2F)C(C)C)cc1S(=O)(=O)N1CCOCC1,-2,4,-4,-1,6,20,4,-19,-0.4,-5,-21
CC(=O)C1=C(O)C(=O)N(c2cccc(C(=O)O)c2)C1c1ccccc1F (stereo not given),x,4,-4,10,-2,7,3,-7,-1.0,-2,-10
O=c1nccc(SCc2ccc(Cl)cc2Cl)[nH]1,-2,-1,-4,-3,-1,-2,4,-12,-0.1,0,72
O=C1Nc2ccccc2/C1=C\c1cccn1-c1ccc(OC(F)(F)F)cc1,-1,9,-5,0,-20,-7,12,21,-1.2,-1,18
CC(=O)Nc1ccc(S(=O)(=O)Nc2nccs2)cc1,x,1,-4,6,8,19,-1,-1,-0.4,0,24
COc1ccc(OCC(=O)Nc2ccc(NC(=O)c3cccs3)cc2)cc1,-5,-13,-2,-6,-2,4,-52,-21,-0.5,-2,-8
Cc1ccc(C(=O)NCCCN2CCOCC2)o1,-3,-4,-5,-4,1,21,1,-16,4.4,2,-15
Cc1nccn1S(=O)(=O)c1cc([N+](=O)[O-])ccc1Cl,0,0,-5,-2,5,13,5,29,-2.3,2,-9
C[C@@H]1C(=O)O[C@@H]2CC34[C@H]5C[C@@H](C(C)(C)C)C36[C@H](OC(=O)[C@@H]6O)OC4(C(=O)O5)[C@@]12O (stereo not given in full),1,-2,-5,0,2,6,3,-22,3.5,-1,-20
CCOC(=O)C1C2C=CC3(CN(Cc4ccco4)C(=O)C13)O2 (stereo not given),-1,4,-3,6,6,14,4,-13,0.2,4,-8
Cc1ccc(C(=O)N/C(=C/c2ccc(N(C)C)cc2)C(=O)NCC2CCCO2)cc1 (stereo not given),0,10,-5,10,-2,9,2,1,-0.6,7,0
CC(=O)c1c(C)[nH]c(C(=O)Nc2c(C)n(C)n(-c3ccccc3)c2=O)c1C,0,-3,-4,3,1,8,14,8,-2.9,0,-11
CCn1c(SCC(=O)N(C)C2CCCCC2)nc2cc(S(N)(=O)=O)ccc21,1,6,-4,4,4,7,5,-25,-0.6,0,2
CS(=O)(=O)N(Cc1ccc(C(=O)Nc2ccccc2Sc2ccccc2)cc1)c1ccccc1,-1,2,x,4,-11,-1,29,15,-1.6,-1,8
Cc1nnc(NCCO)c2ccccc12,6,4,-10,-6,11,9,12,15,5.1,1,-5
O=S(=O)(c1cccc(-c2csc(-c3cccnc3)n2)c1)N1CCCCC1,2,-1,-8,3,-4,-11,22,14,-1.1,-5,47
Brc1ccc(CSc2nnc3ccccn23)cc1,0,-37,-2,2,4,-187,-126,-39,-0.1,0,-2
O=C(CCS(=O)(=O)c1ccccc1)OCC(=O)N1CCN(S(=O)(=O)c2ccc(Cl)cc2)CC1,-4,2,-6,-1,-3,10,5,-24,-0.4,7,-9
CCOc1ccc2cc(S(=O)(=O)N3CCOCC3)ccc2c1,3,15,x,3,-17,8,1,-8,-3.2,3,9
CCn1nnc(-c2ccccc2NC(=O)c2cc(OC)c(OC)c(OC)c2)n1,1,-10,-9,-20,19,-8,18,-1,0.9,10,-9
COc1ccc(OC)c(C2C(C(C)=O)=C(O)C(=O)N2c2ccc(F)cc2)c1 (stereo not given),3,-10,-5,6,-1,11,-4,4,-3.0,-2,11
COc1ccc(-c2nn(C)c(=O)c3ccccc23)cc1CNC(=O)C1CCCCC1,-1,3,-5,1,2,2,2,8,0.0,1,-70
CC(C)Oc1cc(F)ccc1-c1cc(C(=O)NCCCn2ccnc2)[nH]n1,x,x,-7,-2,-1,12,9,-3,3.2,-6,-6
CC(C)(O[C@@H]1O[C@H](CO)[C@@H](O)[C@H](O)[C@H]1O)[C@@H]1CC=C(C(=O)O)CC1,1,1,-6,-2,6,1,-25,-17,0.2,6,-8
O=C(COC(=O)c1cnccn1)c1ccc(Br)cc1,1,-5,-4,-5,-4,5,11,2,-1.7,1,-12
COc1ccc([C@H]2N[C@]3(CCCN(Cc4ccc(Br)cc4)C3=O)[C@H]3C(=O)N(C)C(=O)[C@@H]23)cc1,x,x,-9,2,-2,5,0,-1,0.8,-5,0
Cc1ccc(S(=O)(=O)NC2=NCN(CC(=O)O)CN2)cc1,1,1,-3,2,-6,14,12,-22,0.1,-4,10
CSc1cc(CS(=O)(=O)c2ccccc2)nc(-c2ccccc2)n1,0,16,x,2,-2,-17,10,7,-0.3,7,4
COC(=O)Cc1c(C)c2ccc(O)c(CNCc3ccc(OC)c(OC)c3)c2oc1=O,x,-3,0,1,-4,12,-5,-4,-0.1,-4,7
O=C(Nc1cccc(C(F)(F)F)c1)C1=CC=CN2CCS(=O)(=O)N=C12,4,-3,-3,1,-1,8,20,-7,0.1,-2,-1
COCCNC(=O)CSc1nc2cc(OC)c(OC)cc2c(=O)n1CCc1ccc(S(N)(=O)=O)cc1,1,-3,-5,-4,-4,3,2,-4,-0.4,3,-13
COC(=O)C1=C(C(=O)c2ccccc2)C(c2cccs2)n2nnnc2N1 (stereo not given),2,0,x,4,18,0,5,-31,-2.6,1,-12
O=C(Nc1ccc2c(c1)OCCO2)c1ccc(Cl)c(S(=O)(=O)N2CCOCC2)c1,-2,-9,-8,-3,2,-117,-48,-37,0.4,-1,-26

(next part)
SMILES,NR2E3 ag-1,MITF TRPM1 inh,CaV13 ICDI inh,PDI inh,H9c2 protect,HIF-2a block,Peg3 promoter,NR2E3 ag-2,iPSC survival up,HTR2A ag,Shn3 3UTR inh
CN(C)c1ccc(NC(=O)CSc2nc3ccccc3c(=O)n2CC2CCCO2)cc1 (stereo not given),-1,8,-5,-4,-2,-16,-1,-22,-0.2,-1,-8
COc1ccc(C(=O)N/C(=C\c2cn(C)c3ccccc23)C(=O)NCCCn2ccnc2)cc1OC,0,4,-3,7,2,8,6,8,0.1,4,-4
Cc1cccc(C)c1NCc1nnc(SCC(=O)Nc2nc(-c3ccccc3)cs2)n1-c1ccccc1,3,-1,-19,3,-2,8,8,-1,-0.3,-7,-9
Cc1cc(-c2ccccc2)nc(N(C)C)c1S(C)(=O)=O,3,11,-2,13,2,13,8,-5,0.3,-10,-6
COc1ccc(C)cc1S(=O)(=O)n1cnc2ccccc21,2,-12,0,0,-1,18,31,10,-0.5,3,6
O=C(O)c1ccccc1Sc1ncnc2sccc12,-1,7,-5,5,6,16,5,-30,-0.1,0,-18
CC1CCN(S(=O)(=O)c2ccc3c(c2)NC(=O)CS3)CC1,0,10,-16,0,4,12,2,-2,-0.5,-6,6
CCN(CC)S(=O)(=O)c1ccc(C(=O)NCCCN=C2NS(=O)(=O)c3ccccc32)cc1,1,7,0,-17,-16,12,-2,-12,1.6,1,-8
C=CCNC(=O)c1c(C(F)(F)F)nn(C)c1Cl,0,1,-4,2,-1,3,-5,17,3.6,7,-2

Source: PubChem BioAssay
